Screening results as filed in PubChem BioAssay.
ERp5 inh = inhibitors of ERp5-driven insulin aggregation, primary screen, biochemical, turbidity, absorbance 650 nm, single point; inhibition, % at 9.99 µM; actives 0.05% (n = 350,000); AID 651711, 2012; Protein disulfide-isomerase A6 (Homo sapiens), Q15084; 90 min;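 active means mean replicate inhibition above about 25%, with every replicate also reaching it, limit read from the data, passing the limit was not always enough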
Target sequence (Q15084 whole entry, looked up): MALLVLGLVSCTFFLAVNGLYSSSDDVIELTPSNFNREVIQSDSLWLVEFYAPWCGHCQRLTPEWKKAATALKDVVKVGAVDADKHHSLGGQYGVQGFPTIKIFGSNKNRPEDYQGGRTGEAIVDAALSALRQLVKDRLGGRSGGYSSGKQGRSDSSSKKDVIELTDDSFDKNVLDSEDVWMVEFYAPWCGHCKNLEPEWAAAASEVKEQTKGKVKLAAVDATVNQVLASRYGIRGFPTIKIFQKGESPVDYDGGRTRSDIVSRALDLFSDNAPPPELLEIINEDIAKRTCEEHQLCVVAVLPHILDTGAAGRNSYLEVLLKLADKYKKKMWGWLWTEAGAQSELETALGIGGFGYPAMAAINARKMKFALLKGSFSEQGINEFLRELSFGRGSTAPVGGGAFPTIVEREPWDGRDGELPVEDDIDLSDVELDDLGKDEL
ARNT-TACC3 inh = disruptors of ARNT/TACC3 protein interaction, primary screen, biochemical, AlphaScreen, single concentration; AlphaScreen His-ARNT PAS-B/GST-TACC3 binding, luminescence; TACC3 fragment carries E629A point mutation; inhibition, % at 9.99 µM; actives 0.66% (n = 390,000); AID 623870, 2012;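 active means mean inhibition of replicates at least 50% and at least half of replicates each reaching 50%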;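 further: 0% = complete ARNT plus TACC3 wells and 100% = ARNT alone without TACC3; many hits fall short of the cut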
esBAF inh = Bmi1 luciferase reporter increase in mESCs, primary screen, esBAF inhibitor project, mouse ES cells, Bmi1 luciferase knock-in, single point. 24 h; 100% = twice the neutral-well signal. actives 2% (n = 350,000). reporter increase, % at 12.5 µM; in the data active means activation above about 40%;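 further: 0% = median of the plate's neutral control wells and 100% = double that signal; a rise in the Bmi1 reporter signal indicates esBAF inhibition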
SIRT5 block = SIRT5 desuccinylase inhibitors, primary screen, biochemical, fluorescence imaging, single point, set 5; Purified SirT5, succinyl-peptide AMC, trypsin-coupled fluorescence; inhibition, % at 15 µM; actives 1.1% (n = 330,000); in the data active means inhibition above about 15%
Target sequence (Q9NXA8 whole entry, looked up): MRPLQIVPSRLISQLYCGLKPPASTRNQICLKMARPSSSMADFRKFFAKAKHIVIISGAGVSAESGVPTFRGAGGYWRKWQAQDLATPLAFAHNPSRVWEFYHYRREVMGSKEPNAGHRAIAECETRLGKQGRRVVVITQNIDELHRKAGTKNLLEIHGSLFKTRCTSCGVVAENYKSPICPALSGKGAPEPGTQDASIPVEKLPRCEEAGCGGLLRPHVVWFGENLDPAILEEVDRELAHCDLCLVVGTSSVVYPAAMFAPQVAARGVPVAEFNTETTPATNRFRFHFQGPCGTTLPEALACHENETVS
Statin myotox sup = suppressors of statin myotoxicity in C2C12 myotubes, primary screen, cell-based, single point, plate reader | rescue of ATP level, % at 7.49 µM | actives 0.78% (n = 330,000) | AID 602340, 2012 | C2C12 myotubes + simvastatin, ATP luminescence, 48 h; scaled: DMSO 0, geranylgeraniol control 100;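 active means mean ATP rescue above about 67%, or every replicate alone reaching that limit, limit read from the data, passing the limit was not always enough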;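 further: myotubes were challenged with 10 µM simvastatin during compound exposure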
miR-122 sensor = miR-122 Renilla sensor signal increase in Huh7, primary screen, miR-122 inhibitor project, cell-based, single point, plate reader; actives 0.3% (n = 340,000); activation (reporter increase), % at 12.5 µM; AID 602342, 2012; Huh7 miR-122 Renilla luciferase sensor, 48 h; neutral wells = 0, positive control = 100;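 active means mean replicate activation score at least 90 and every replicate individually at or above 90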;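 further: higher luciferase means less miR-122 activity so hits act as miR-122 inhibitors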
Cneo AK release = Cryptococcus neoformans cell lysis inducers, primary screen, AK release luminescence, single concentration | lysis activity, % at 15 µM | C. neoformans lysis, adenylate kinase release luminescence, 4 h; normalised: neutral wells 0, clomiphene wells 100 | AID 651654, 2012 | actives 0.2% (n = 360,000);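 active means mean lysis activity across replicates of at least 80%, whatever share of replicates individually reach that level; inactive means mean lysis activity below 80%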
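Schedule: static 4 h at 37 °C with compound, 1 h detection; system: C. neoformans cells; benchmarks: Clomiphene as positive control; buffer or medium: fresh YPD medium; measure: luminescence rise reflecting yeast cell lysis; measured by: luminescent adenylate kinase detection reagent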
Starred values were filed as active, the others as inactive; / = no result given; [ ] = another dose, or the depositor's remark.

SMILES	ERp5 inh	ARNT-TACC3 inh	esBAF inh	SIRT5 block	Statin myotox sup	miR-122 sensor	Cneo AK release
COc1ccc(NC(=O)Nc2ccc3c(c2)C(=O)N([C@@H](C)CO)C[C@@H](C)[C@@H](CN(C)S(=O)(=O)c2ccccc2)O3)cc1	-10	2	-4	3	/	5[16.7 µM]	-3
Cn1c(CSCc2ccccc2Cl)nnc1SCC(=O)Nc1nccs1	/	9	7	/	21	10	4
CCc1ccc(CNC(=O)CCC(=O)n2ncc3cc(C)ccc32)cc1	6	-9	3	-3	17	/	1
Cc1ccc(C)c(OCCC(=O)NCCc2ccc(F)cc2)c1	10	-13	/	-4	/	5	-1
O=C(Nc1cccc(-n2cnnn2)c1)c1ccc(Cl)cc1Cl	-7	1	4	-3	-3	-2	3
COc1ccc(C(=O)OCC(=O)Nc2cc(S(=O)(=O)N3CCOCC3)ccc2N2CCCC2)cc1	2	-2	/	0	/	/	/
CC(OC(=O)c1cccc(-n2cnnn2)c1)c1nc2ccccc2c(=O)[nH]1 (stereo unspecified)	-9	8	0	-1	9	-2	36
CC(NC(=O)C(=O)N1CCCCC1)C(c1cccs1)N1CCN(C)CC1 (stereo unspecified)	1	25	1	-8	-9	0	-17
COc1ccc(N=C2NC(=O)C(CC(=O)NCCc3ccc(OC)c(OC)c3)S2)cc1 (stereo unspecified)	19	4	-1	-4	-5	-3	-4
COc1ccc(CCNC(=S)Nc2cccc(C)c2C)cc1	/	20	-3	/	-17	-3	1
Cc1ccc(CNC(=O)c2sc3nc4c(c(C(F)(F)F)c3c2N)CCC4)cc1	/	-1	-3	/	33	-3	4
CCC(=O)Nc1ccc2c(c1)C(=O)N(C)C[C@H](OC)[C@H](C)CN(Cc1ccccc1F)[C@@H](C)CO2	-1	1	1	4	24	/	1
CCOC(=O)CSc1nnc(Cn2nnc(-c3ccccc3)n2)n1CC	/	/	-8	/	-15	-2	3
O=C(Nc1cccc(C(=O)N2CCCC2)c1)C1CC1	0	/	-3	-3	2	5	2
COC(=O)c1ccc(NC(=O)CCN2C(=O)CSC2=O)cc1	7	1	/	-4	/	/	/
COc1ccc(/C=C2/N=C(SC3CCOC3=O)N(c3cccc(OC)c3)C2=O)cc1 (stereo unspecified)	0	-43	/	-1	/	/	/
O=C(C1CCCC1)N1C[C@H]2[C@@H](c3ccccc31)[C@@H](CO)N2C(=O)Nc1cccc(F)c1	0	11	6	1	-10	62[16.7 µM]	50
CCCCc1ccc(/C=C2\C(=O)ON=C2c2ccccc2)s1	3	-1	/	-6	/	/	/
COc1ccccc1C(=O)NC(=S)NC12CC3CC(CC(C3)C1)C2	5	-7	-7	1	-4	/	3
O=C(C[C@H]1CC[C@@H]2[C@H](COC[C@@H](O)CN2Cc2cc(F)cc(F)c2)O1)Nc1nccs1	3	0	3	6	38	7[16.7 µM]	7
CN(C)C(=O)C[C@@H]1CC[C@@H]2[C@H](COC[C@H](O)CN2CC2CCCCC2)O1	1	-3	-1	0	10	-4[16.7 µM]	-1
O=C1NC(=O)/C(=C\c2ccc(OCc3cccc([N+](=O)[O-])c3)cc2)N1	-1	-1	/	-4	/	/	/
N#Cc1ccccc1OCc1cn(CC(=O)c2ccc(O)cc2)nn1	-10	3	20	-1	-5	3	-3
COC(=O)c1cc(NC(=O)c2cccc([N+](=O)[O-])c2C)ccc1Cl	8	/	3	11	-2	-2	3
COC(=O)C1CCN(C(=O)CCCOc2ccccc2)CC1	/	-8	-7	/	5	-14	0
CCc1ccc(CCC(=O)Nc2ccc(C(=O)O)cc2)o1	-7	-2	0	-6	9	-2	0
Cc1noc(C)c1S(=O)(=O)N(C)C[C@H]1OCCCC[C@H](C)Oc2ccc(NC(=O)Nc3ccc(C(F)(F)F)cc3)cc2C(=O)N([C@H](C)CO)C[C@@H]1C	-12	18	-5	4	/	-7[16.7 µM]	-2
COc1cc(SC)ccc1C(=O)NC1CCCc2ccccc21 (stereo unspecified)	1	-16	1	-1	-31	8	-1
CCOC(=O)C1=C(COC(=O)/C=C/c2ccc(Cl)cc2)NC(=O)NC1C (stereo unspecified)	-9	-6	-1	-1	2	7	-1
Cc1ccccc1Nc1nc(=O)c2cc([N+](=O)[O-])ccc2s1	/	-7	/	/	/	4	2
COc1ccc(S(=O)(=O)N2CCOCC2)cc1C(=O)Nc1ccon1	/	3	-4	/	-18	-12	-1
C[C@H](CO)N1C[C@H](C)[C@H](CN(C)Cc2ccc(C(=O)Nc3ccccc3N)cc2)Oc2ccc(NC(=O)Nc3ccccc3)cc2C1=O	3	10	-19	9	16	39[16.7 µM]	3
CCCNC(=O)C1(C)CCCN(C(=O)c2cccc(OC(F)(F)F)c2)C1 (stereo unspecified)	5	/	-4	/	8	/	-3
CCc1ccc(C2N(c3ccc(OC)cc3)C(=O)C3CCCN32)cc1 (stereo unspecified)	-2	-1	1	1	4	-4	0
C[C@H](CO)N1C[C@H](C)[C@H](CN(C)CC2CCOCC2)Oc2ncc(C#Cc3cccc(F)c3)cc2C1=O	-6	15	-3	-3	-18	1[16.7 µM]	-6
CCCCCCc1cc2cc(S(=O)(=O)c3ccc(C)cc3)c(=O)oc2cc1O	-6	-6	2	/	-1	-3	-2
CS(=O)(=O)c1ccc(Nc2nc(C(N)Cc3ccc(Cl)cc3)cs2)cc1 (stereo unspecified)	1	/	5	/	-13	0	0
CCCCCOc1ccc(CN2CCOCC2)cc1Cl	/	-20	50*	/	/	-8	-1
COC(=O)[C@H](Cc1ccccc1)NC(=O)C1(OC(C)=O)CC(OC(C)=O)C(OC(C)=O)C(OC(C)=O)C1 (stereo partly specified)	2	6	-8	0	-2	-6	-4
CCN(Cc1ccc2c(c1)OCO2)C(=O)/C=C/c1cccc(Br)c1	1	-1	1	-1	19	4	-2
CCN(CC)CC(O)c1ccc2ccc3ccc(O)cc3c2c1 (stereo unspecified)	-6	1	-5	2	-12	-8	0
COc1cccc(-c2sc3ccc(OC)cc3c2-c2ccc(OC)cc2F)c1	9	-19	27	/	4	5	-4
COc1ccc(/C=C2\SC(=S)N(CC(=O)NC3C=CS(=O)(=O)C3)C2=O)cc1 (stereo unspecified)	-4	/	10	11	-5	3	-1
O=C(Nc1ccccc1)c1ccc(F)c(S(=O)(=O)N2CCOCC2)c1	/	0	5	/	3	-1	1
O=C(O)CCCNC(=O)CCCn1nnc2ccccc2c1=O	-2	-5	/	-1	/	-3	-2
O=C(CNC(=O)c1ccccc1F)N/N=C/c1cccs1	3	-3	22	-3	-3	-2	3
COc1cccc(C(=O)Nc2nnc(S(=O)(=O)N3CCCC3)s2)c1	5	-8	-4	0	0	4	0
O=C(CCl)N1c2ccccc2CCc2ccccc21	-1	8	0	1	20	-7	-2
O=c1[nH]c(C2CCN(S(=O)(=O)c3ccccc3)CC2)nc2c1nnn2Cc1ccccc1	0	1	-4	-1	10	1	/
CC(C)C#Cc1ccc([C@H]2[C@@H](CO)N3CCCCN(C(=O)c4ccc5c(c4)OCO5)C[C@H]23)cc1	10	7	/	1	/	-26[16.7 µM]	5
Cc1nn(-c2ccccc2)c(Cl)c1/C=N/NC(=O)c1nn(C)cc1[N+](=O)[O-]	2	0	52*	2	-2	-1	-2
O=C(NCCc1ccncc1)[C@@H]1[C@@H](CO)[C@@H]2Cn3c(ccc(-c4ccc(F)cc4)c3=O)[C@H]1N2	-3	-2	-2	-30	-24	/	-3
O=C(Nc1ccc(-n2cnnn2)cc1)c1cc(S(=O)(=O)N2CCCC2)ccc1Cl	-22	25	/	0	/	/	/
CO[C@@H]1CN(C)C(=O)c2ccc(NC(C)=O)cc2OC[C@H](C)N(C(=O)c2ccc(F)cc2)C[C@@H]1C	-3	-3	4	9	-7	8[16.7 µM]	0
COc1ccc(Br)cc1/C=N/NC(=O)Cn1nnnc1N	1	-4	-14	4	-5	7	-2
Cc1ccc2c(c1)C1CN(C)CCC1N2C(=O)c1cccc(S(=O)(=O)N2CC(C)CC(C)C2)c1 (stereo unspecified)	5	6	/	-6	/	-6	/
CCCCC(=O)Nc1c2c(nn1-c1ccc(C)cc1)CS(=O)(=O)C2	1	-4	-5	0	17	-2	-3
COc1ccc(C(=O)N(C)CCCC2CCCC2)cc1OC1CCN(C(C)=O)CC1	4	-4	11	1	-3	-9	2
CC(=O)c1ccc(S(=O)(=O)NCCC(=O)NCCc2c[nH]c3ccccc23)cc1	-2	1	0	-1	24	6	0
CC(C)C(=O)N1CCN(CCN2C(=O)c3cccc4cccc(c34)C2=O)CC1	3	-6	-2	-1	7	-1	0
Next entries follow:
SMILES	ERp5 inh	ARNT-TACC3 inh	esBAF inh	SIRT5 block	Statin myotox sup	miR-122 sensor	Cneo AK release
C[C@H]1CN([C@@H](C)CO)C(=O)c2cc(-c3cccnc3)cnc2O[C@H]1CN(C)C(=O)NC1CCCC1	6	/	-11	3	16	0[16.7 µM]	5
COc1ccccc1N1CCN(C(=O)c2sc3nc(-c4ccccc4)cn3c2C)CC1	/	-2	-2	/	18	-10	-3
Cc1ccc(OCC(=O)N2CCC(Cc3ccccc3)CC2)c([N+](=O)[O-])n1	6	7	10	-1	1	1	-3
COc1ccc(C(=O)Nc2ccc(N3CCOCC3)cc2)cc1S(=O)(=O)N1CCCC1	3	1	-3	0	-3	-2	0
Cc1ccccc1-n1c(SCC(=O)Nc2ccc3c(c2)OCO3)nnc1-c1ccccn1	/	61*	13	/	-10	-3	-3
O=C(NC(=S)NCC1CCCO1)c1cccc([N+](=O)[O-])c1 (stereo unspecified)	/	3	/	/	/	0	2
CO[C@@H]1CN(C)C(=O)c2cc(NC(=O)NC3CCCCC3)ccc2OC[C@@H](C)N(CC2CCOCC2)C[C@H]1C	9	-42	-2	/	-1	/	-2
O=C(C[C@H]1CC[C@@H]2[C@H](COC[C@@H](O)CN2CC2CCCCC2)O1)NCc1ccc(Cl)cc1	0	11	1	-3	-7	4[16.7 µM]	-4
CC(C)c1ccc(COC(=O)CN2C(=O)NC3(CCCCC3C)C2=O)cc1 (stereo unspecified)	-1	-1	-2	-5	-12	-5	2
Cc1cc(C)c2cc(C#N)c(SCC(=O)NCc3ccco3)nc2c1	/	-38	0	/	6	-10	3
COc1ccccc1C(=O)NC(=S)N1CCc2ccccc21	-5	6	/	1	/	/	/

Outcome played no part in choosing rows; any-hit rate near 4%.
